High-throughput results: PubChem BioAssay, NCI
All columns: NCI-60 one-dose screen, growth in % after 48 h at 10 µM unless noted; 100 = growth as untreated, 0 = no growth, -100 = all killed.
OVCAR-3: OVCAR-3 ovarian cancer; actives 7% (n = 79,000); AID 1794787
U251: U251 CNS tumor cells; AID 1794753; actives 5.4% (n = 80,000)
SF-295: SF-295 CNS cancer cells. actives 5.6% (n = 79,000). AID 1794758
SF-268: SF-268 CNS cancer cells; actives 3.1% (n = 82,000)
OVCAR-8: OVCAR-8 ovarian cancer; actives 4.4% (n = 81,000)
PC-3: PC-3 prostate cancer cells | AID 1794754 | actives 3.9% (n = 80,000)
DU-145: DU-145 prostate cancer; actives 4.2% (n = 81,000); AID 1794760
SNB-19: SNB-19 CNS cancer cells; actives 2.5% (n = 81,000)
SF-539: SF-539 CNS cancer; actives 6.8% (n = 81,000)
Starred values were filed as active, the others as inactive; · = not tested or not shown; ! = not active in a repeat. How the source made its calls: active means growth percent below 10; inactive means the rest.

Values run as follows: DU-145	SF-268	U251	SF-539	SNB-19	OVCAR-3	PC-3	SF-295	OVCAR-8
- COc1cc2nc(CSc3nc4ccccc4c(=O)[nH]3)[nH]c(=O)c2cc1OC
→ 102	96	102	97	107	110	91	116	100
- COc1cccc(C2C3=C(COC3=O)N(CCO)c3cc4c(cc32)OCCO4)c1 (configuration not stated)
→ -39*	24	2.5*	-23*	9.8*	-60*	20	-5.8*	28
- Cc1ccc2[nH]c3nc4cccnc4c(C)c3c2c1
→ 102	92	76	76	79	100	93	100	88
- COc1cc(-c2cc(C(=O)N3CCN(C(=O)c4ccccc4NCc4ccco4)CC3)nc3cc(-c4ccccc4)nn23)cc(OC)c1OC
→ 2.0*	39	25	18	45	-38*	16	50	40
- CCC(N)(C(=O)O)c1ccccc1 (configuration not stated)
→ 118	101	93	94	84	91	101	92	95
- Nc1nc2c(s1)CCc1ccn(S(=O)(=O)c3ccccc3)c1-2
→ 101	90	91	102	107	97	74	95	95
- Nc1ccccc1-c1nc2ccncc2[nH]1
→ 121	111	·	106	91	109	95	93	102
- O=C(/C=C/c1cccc(Cl)c1)c1ccc(O)c(CN2CCN(c3cc4c(cc3F)c(=O)c(C(=O)O)cn4C3CC3)CC2)c1
→ 35	37	·	41	36	41	20	44	21
- C#C[C@]1(O)CC[C@H]2[C@@H]3CC=C4c5sc(-c6ccc(O)cc6)nc5CC[C@]4(C)[C@H]3CC[C@@]21C
→ 103	105	102	87	102	107	106	106	102
- O=C(N=Nc1c(O)[nH]c2ccccc12)c1cc(-c2ccccc2)on1
→ 113	101	·	97	100	111	101	98	102
- Cc1ccc2oc(=O)cc(C3c4ccc([nH]4)C(c4cc(=O)oc5ccc(C)cc45)c4ccc([nH]4)C(c4cc(=O)oc5ccc(C)cc45)c4ccc([nH]4)C(c4cc(=O)oc5ccc(C)cc45)c4ccc3[nH]4)c2c1 (configuration not stated)
→ -46*	-40*	-81*	-75*	-30*	-65*	-27*	-78*	-48*
- O=C(O)CC1C=CCCC1 (configuration not stated)
→ 115	103	98	107	97	120	89	109	112
- COc1cccc(C2=NN(c3ccc(-c4ccccc4)nn3)C(c3cccc(F)c3)C2)c1 (configuration not stated)
→ 100	85	86	91	82	90	74	102	88
- CCCCCN1C(=O)/C(=c2\sc3n(c2=O)C2C(NN=3)N(CC)C(=O)N2CC)c2ccccc21 (configuration not stated)
→ -67*	-2.8*	-83*	-90*	-1.3*	-75*	-20*	-25*	-53*
- O=C(O)c1ccc(-c2nn(-c3ccc(C(=O)O)cc3)cc2/C=N/Nc2ccc(F)cc2)cc1
→ ·	·	95	104	94	·	78	93	85
- CC(=O)OCC1OC(n2cc(C)c(=O)[nH]c2=O)CC1OC(C)=O (configuration not stated)
→ 96	104	94	93	101	104	90	95	99
- CC(C)COC(=O)NC1c2ccccc2Oc2ccccc21
→ 98	93	101	84	83	105	103	104	88
- NC(CCCC(N)C(=O)c1ccccc1)C(=O)O (configuration not stated)
→ 105	100	102	98	110	110	83	102	86
- COc1ccc(NC(=O)c2ccc3c(c2)NC(=O)[C@H]2CCCN32)cc1
→ 95	88	100	98	88	66	95	98	101
- O=C1CCC(C(=O)N/N=C/c2ccc(CO)o2)N1 (configuration not stated)
→ 106	98	103	103	97	104	100	97	104
- COc1ccc(C(=S)N2CCN(c3cccc(C)c3)CC2)cc1
→ 118	106	103	96	102	114	85	101	98
- CC1(C)[C@@H](OC(=O)CCC(=O)O)CC[C@]2(C)[C@H]3C(=O)C=C4[C@@H]5C[C@@](C)(C(=O)O)CC[C@]5(C)CC[C@@]4(C)[C@]3(C)CC[C@@H]12
→ -1.8*!	-27*!	-91*!	-73*!	-3.2*!	-94*!	-28*!	-51*!	-14*!
- Cc1cc(C)c2c(c1)N(C)c1ncnc(-n3c(C)nc4cc(C)ccc43)c1CC2C (configuration not stated)
→ 55	46	35	25	50	21	25	9.1*	72
- O=c1[nH]cnc2c1C(c1ccc(O)cc1)c1sc3c(F)cccc3c1O2 (configuration not stated)
→ 103	96	101	98	95	100	89	101	104
- C=C(C)[C@@H]1CC[C@]2(COCCCNCCC#N)CC[C@]3(C)[C@H](CC[C@@H]4[C@@]5(C)CC[C@H](OCCC#N)C(C)(C)[C@@H]5CC[C@]43C)[C@@H]12
→ 110	109	95	98	94	107	81	96	101
- CC(C)(C)c1cc(C(=O)Nc2ccc(C(=O)NCCN)cc2)cc(C(C)(C)C)c1
→ 40	57	-6.9*	-53*	34	55	26	36	72
- O=C1c2cccc3c(-c4ccc(-c5nc6c7ccccc7c7ccccc7c6[nH]5)cc4)ccc(c23)C(=O)N1CCN1CCOCC1
→ 115	103	96	99	105	114	98	94	96
- Cc1cc(C(C)(C)C)ccc1S
→ 116	102	109	·	105	111	86	102	111
- NS(=O)(=O)c1ccc(CCN2C(=O)C=CC2=O)cc1
→ 109	100	104	101	107	106	100	102	104
- O=C(O)Cc1ccc(Br)cc1
→ 108	102	102	85	102	·	93	98	110
- CCOC(=O)C(Cc1cn(C(C)=O)c2ccccc12)P(=O)(OCC)OCC (configuration not stated)
→ 106	95	102	108	99	101	82	91	105
- COc1ccc(N=Nc2c(N)nn3c(=O)c4cc5ccccc5oc4nc23)cc1
→ 116	102	105	110	103	99	94	101	101
- CC(C)C(C#N)(C(C)C)C(C)C
→ 111	98	102	104	108	107	93	103	109
- Cc1ccc2c(c1)=N/C(=N/c1[nH]c(O)c3ccccc13)N=2
→ 84	79	58	101	97	60	60	64	74
- O=C(Nc1cccc(Cl)c1)Oc1cccnc1
→ 91	95	·	97	76	71	87	104	80
- CN1C(=O)N(C)C2C1N=C(SCc1ccc(Cl)cc1)N2/N=C/C=C/c1ccccc1[N+](=O)[O-] (configuration not stated)
→ 98	77	82	80	88	99	59	98	84
- O=C1OC(c2nc3ccccc3s2)=C/C1=C\c1ccc(O)cc1
→ 111	100	107	93	97	110	89	101	106
- Cc1ccc(C(=O)O)s1
→ 126	106	107	113	104	115	102	112	103
- C[n+]1cccc(C(N)=O)c1
→ ·	·	112	111	111	·	102	105	107
- CC(=O)C(N=Nc1ccc(S(=O)(=O)Nc2ccccn2)cc1)C(=O)Nc1ccc(Cl)cc1 (configuration not stated)
→ 75	75	97	92	109	105	101	97	83

An excerpt from above in order of molecular weight, low to high:
Values run as follows: DU-145	SF-268	U251	SF-539	SNB-19	OVCAR-3	PC-3	SF-295	OVCAR-8
- O=C1CCC(C(=O)N/N=C/c2ccc(CO)o2)N1 (configuration not stated)
→ 106	98	103	103	97	104	100	97	104
- Cc1ccc2c(c1)=N/C(=N/c1[nH]c(O)c3ccccc13)N=2
→ 84	79	58	101	97	60	60	64	74
- NS(=O)(=O)c1ccc(CCN2C(=O)C=CC2=O)cc1
→ 109	100	104	101	107	106	100	102	104
- O=C(N=Nc1c(O)[nH]c2ccccc12)c1cc(-c2ccccc2)on1
→ 113	101	·	97	100	111	101	98	102
- COc1cc2nc(CSc3nc4ccccc4c(=O)[nH]3)[nH]c(=O)c2cc1OC
→ 102	96	102	97	107	110	91	116	100
- CC1(C)[C@@H](OC(=O)CCC(=O)O)CC[C@]2(C)[C@H]3C(=O)C=C4[C@@H]5C[C@@](C)(C(=O)O)CC[C@]5(C)CC[C@@]4(C)[C@]3(C)CC[C@@H]12
→ -1.8*!	-27*!	-91*!	-73*!	-3.2*!	-94*!	-28*!	-51*!	-14*!
- O=C(/C=C/c1cccc(Cl)c1)c1ccc(O)c(CN2CCN(c3cc4c(cc3F)c(=O)c(C(=O)O)cn4C3CC3)CC2)c1
→ 35	37	·	41	36	41	20	44	21

(more compounds)
Values run as follows: DU-145	SF-268	U251	SF-539	SNB-19	OVCAR-3	PC-3	SF-295	OVCAR-8
- O=C(CN1CCN(CCN2C(=O)c3cccc4cccc(c34)C2=O)CC1)Nc1ccc2ncsc2c1
→ 55	38	31	52	41	78	·	42	29
- COc1cnc(SC)nc1Nc1ccc(C#N)cc1
→ 104	94	99	99	94	114	93	108	112
- COc1ccc(C#Cc2cccc(C#CCCCCN3CCCCC3=O)c2)cc1
→ 111	73	63	99	80	135	52	102	100
- Cc1ccc(/C=C(/C2=NCCN2)n2ccc3ccccc32)cc1
→ 98	80	89	89	94	94	71	91	93
- COC(=O)C1=C(C)NC(C)=C(C(=O)OC(C)(C)C)C1c1cccc(C#N)c1 (configuration not stated)
→ 114	105	101	104	102	115	82	92	100
- O=c1c(O)cccn1CCCNCCCn1cccc(O)c1=O
→ 108	91	83	103	94	95	·	103	87
- Clc1ccc(-c2cc(-c3ccc(Cl)cc3)[o+]c(-c3ccc(Cl)cc3)c2)cc1
→ 105	101	94	105	100	104	86	100	101
- Cn1cc(-c2nc(N)nnc2-c2ccccn2)c2ccccc21
→ 118	89	97	91	87	126	104	99	97
- O=c1[nH]cnc2c1ccn2C1OC(CO)C(O)C1O (configuration not stated)
→ 18	76	81	80	78	65	36	69	31
- O=C(Nc1cccc(-n2cc(-c3ccncc3)c(-c3ccc(Cl)c(O)c3)n2)c1)c1ccccc1
→ 57	68	75	75	100	82	50	·	51
- CCN(c1ccc(Cl)cc1)c1nc(-c2ccc([N+](=O)[O-])cc2)cs1
→ 103	110	102	100	95	102	93	100	103
- Clc1ccc([I+]c2ccc(Cl)cc2Cl)c(Cl)c1
→ 4.0*	26	6.7*	17	88	-75*	9.9*	97	-1.2*
- COc1ccc(-c2onc3ccc(Cl)cc23)cc1
→ 100	86	79	103	91	92	80	110	94
- C/C(C(=O)O)=C(/Cl)c1c(C)cc(C)c(Br)c1C
→ 107	95	101	103	100	107	94	94	95
- O=C1Nc2ccc(F)cc2/C1=N/c1nnc(Sc2ccccc2)s1
→ 105	94	91	89	105	97	92	108	90
- OC(COc1ccc(Cl)cc1)CN1CCN(c2ccc(Cl)cc2)CC1 (configuration not stated)
→ 96	89	118	103	83	78	75	128	94
- Cc1ccc(-c2nc(C#N)c(S(=O)(=O)N3CCN(S(=O)(=O)c4ccc(C)cc4)CC3)o2)cc1
→ 101	98	103	112	111	110	99	155	99
- COc1ccc(NC(=O)[C@@H]2CCC(=O)N2)cc1OC
→ 110	99	87	106	97	112	92	105	92
- C=CCN=C1C=C(C)CC(C)(C)C1
→ 100	101	107	102	105	104	87	104	97
- NC(=O)N1CCCCC1
→ 113	109	·	103	103	113	97	95	93
- CN(C)c1ccc(-c2cc(-c3ccc(Nc4nc(Nc5ccc(Cl)cc5)nc(Nc5ccc(Cl)cc5)n4)cc3)nc(N)c2C#N)cc1
→ 96	95	63	78	98	88	58	64	68
- O=[N+]([O-])c1cc2c(c([N+](=O)[O-])c1)OCOC2
→ 110	103	96	98	91	109	99	101	96
- COC(=O)C1=CC(=O)N2C(=S)N(c3ccccc3)C(=O)C12 (configuration not stated)
→ 110	100	102	100	98	110	101	101	99
- CC(=O)OC(OC(C)=O)C(CSC#N)SC#N (configuration not stated)
→ ·	101	98	101	99	111	96	98	105
- CC1(C)CC[C@]2(C(N)=O)CC[C@]3(C)C(=CC[C@@H]4[C@@]5(C)Cc6c([nH]c7ccccc67)C(C)(C)[C@@H]5CC[C@]43C)[C@@H]2C1
→ 90	80	91	95	91	89	59	88	86
- CN1CCN(Cc2ccc(NC(=O)c3cncc(C#Cc4c(N)ncc5ccc(F)cc45)c3)cc2C(F)(F)F)CC1
→ 46	36	43	-68*	74	63	44	52	54
- c1ccc(CSc2nnc3c4c5c(sc4nc(-c4cccc6ccccc46)n23)CCCCCC5)cc1
→ 117	110	104	107	105	·	98	104	107
- O=C1Nc2ccccc2/C1=C\c1ccc(OCC(=O)c2ccc(Br)cc2)cc1
→ 86	87	72	81	80	78	62	59	70
- O=C1OC(N(Cc2ccc(Cl)cc2)c2ccccc2)c2ccccc21 (configuration not stated)
→ 109	105	100	100	97	104	98	104	107
- O=C(O)CSC(SCC(=O)O)c1ccc([N+](=O)[O-])cc1
→ 113	120	106	99	94	116	104	98	103
- COc1cccc2c(=O)c3c(sc12)c(NCCN(C)C)nc1ccccc13
→ 3.3*	21	-28*	22	37	25	23	36	25
- CCCn1c(N)c(C(=O)CSc2n[nH]c(-c3ccccc3F)n2)c(=O)n(C)c1=O
→ 109	109	99	96	107	104	107	102	98
- O=c1[nH]c2ccccc2cc1-c1nc2ccccc2n2cccc12
→ 89	86	85	·	99	87	63	·	96
- CCOC(=O)c1cccnc1Nc1ccc(N=C2C(=O)Nc3ccc(Br)cc32)cc1
→ 105	87	99	91	98	·	91	101	103
- CN(C)c1ccc2c(c1)c1cc(N(C)C)ccc1n2Cc1ccccc1
→ 110	97	89	99	100	90	87	100	93
- CNC(=O)c1cc(-c2ccc(NC(=S)Nc3ccc(Cl)c(C(F)(F)F)c3)cc2)nc2cccnc12
→ 97	103	87	98	95	103	78	83	99
- CN(C)c1ccc(-c2nc(SCC(=O)NCCc3ccc(S(N)(=O)=O)cc3)[nH]c(=O)c2C#N)cc1
→ 116	105	102	101	101	113	100	104	104
- O=C1CCCCC1(c1ccccc1)c1ccccc1
→ ·	98	108	94	100	106	·	97	110
- O=C(/C=C/c1cn(-c2ccccc2)nc1-c1cccc(Nc2ccnc3cc(Cl)ccc23)c1)c1ccc(Br)cc1
→ 113	108	96	91	96	120	118	107	93
- CC(=O)N1c2c(C(=O)N3CCCCC3)cnn2CC1c1ccccc1 (configuration not stated)
→ 111	101	101	106	93	102	99	103	102
- COc1ccccc1NC(=O)C1CCC(=C2C(=O)OC(C)(C)OC2=O)N1C (configuration not stated)
→ 111	98	101	92	99	103	103	103	100
- CC(C)(O)c1cncc(-c2ccc3ncc(C#N)c(N4CCc5cc(F)c(Cl)cc54)c3c2)c1
→ 12	21	20	-15*	11	9.1*	12	-11*	11
- CC(=O)/C(=C/c1ccc([N+](=O)[O-])cc1)C(=O)c1ccccc1
→ 93	76	71	102	93	97	63	93	94
